HCV core dimer: blocks dimerization of HCV core protein. TR-FRET GST/Flag-core106 dimerization, 1536-well. inhibition, % at 5 µM. hit rate 0.33% among 300,000;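 active = inhibition above the mean of all tested compounds plus 3 SD, set per screening campaign, cut at about 45% in these data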
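Material: Tagged HCV core106 pair (GST and Flag) | Amount: GST-core106 13.5 nM, Flag-core106 17 nM | Medium: KF-containing HEPES buffer, pH 7.45, DTT, CHAPS, BSA | Reagent: Eu donor and XL665 acceptor anti-tag antibodies | Schedule: 4 h at 22.5 °C | Technique: Time-resolved FRET, ex 340 nm, em 617 and 671 nm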
EBNA-1 inh: blocks EBNA-1 binding to DNA; AID 1950; EBNA-1 DNA binding, fluorescence polarization; inhibition, % at 14.8 µM; hit rate 0.34% among 300,000; in the data active = inhibition above about 28%
PP1 inh: blocks human PP1-alpha phosphatase, a PP5 counter-screen. P62136. purified PP1alpha, OMFP fluorescence. inhibition, % at 6.7 µM. hit rate 0.9% among 320,000;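 active = inhibition above the mean inhibition of all tested compounds plus 3 SD, computed separately for each screening campaign, cut at about 15% in these data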
Target sequence (P62136 whole entry, looked up): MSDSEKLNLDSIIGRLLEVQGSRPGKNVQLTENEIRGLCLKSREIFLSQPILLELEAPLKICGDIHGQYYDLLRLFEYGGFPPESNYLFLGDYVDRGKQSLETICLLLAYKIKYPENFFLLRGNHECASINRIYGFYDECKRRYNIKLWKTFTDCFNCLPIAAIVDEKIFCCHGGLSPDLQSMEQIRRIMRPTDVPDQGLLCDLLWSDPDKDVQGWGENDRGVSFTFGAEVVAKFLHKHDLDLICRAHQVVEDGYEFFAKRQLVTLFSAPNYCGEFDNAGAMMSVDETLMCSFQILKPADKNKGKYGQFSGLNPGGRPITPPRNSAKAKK
PP5 inh: PP5 (human) phosphatase inhibition; inhibition, % at 6.7 µM; P53041; purified PP5c, OMFP substrate fluorescence; hit rate 0.18% among 320,000;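 active = inhibition above the campaign's mean inhibition across all tested compounds plus 3 SD, cut at about 9.5% in these data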;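 also: 0% = DMSO only and 100% = 100 µM cantharidin control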
CR mimetic SO: lowers age-related superoxide in aged yeast cells; S. cerevisiae aged cells, superoxide DHE fluorescence; active compounds read low; superoxide response (% of plate mean), % at 10 µM; hit rate 0.18% among 330,000;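 active = superoxide response under a set limit, about three screen SD below normal, cut at about 65% in these data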;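 also: yeast aged for seven days with compound at 30 °C before DHE staining; 100% = average MFI of all compound-treated wells on the plate with controls excluded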
TPT1 inh: C. albicans TPT1 enzyme inhibition. recombinant caTPT1, FP RNA substrate dephosphorylation. inhibition, % at 5 µM. hit rate 0.81% among 300,000. AID 1962;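 active = inhibition above the mean of all tested compounds plus 3 SD, set per screening campaign, cut at about 24% in these data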;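 also: plate controls were DMSO alone for no effect and ferristatin control at 100 nM for full effect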
Fh CTSL1 inh: cathepsin L1 inhibition, PFM18AAP counter-screen | AID 1906 | hit rate 0.49% among 300,000 | inhibition, % at 5.96 µM | recombinant F. hepatica cathepsin L1, Z-Leu-Arg-MCA fluorescence;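 active = inhibition above the mean of all tested compounds plus 3 SD, set per screening campaign, cut at about 17% in these data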;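 also: 0% = plate median of test compound wells and 100% = 1 µM Z-Phe-Ala-diazomethylketone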
ZTA DNA inh: counter-screen for EBNA-1 inhibitors: inhibitors of Epstein-Barr virus ZTA. ZTA-DNA binding, fluorescence polarization. P03206. hit rate 0.15% among 320,000. inhibition, % at 11 µM; in the data active = inhibition above about 33%
Target sequence (P03206 whole entry, looked up): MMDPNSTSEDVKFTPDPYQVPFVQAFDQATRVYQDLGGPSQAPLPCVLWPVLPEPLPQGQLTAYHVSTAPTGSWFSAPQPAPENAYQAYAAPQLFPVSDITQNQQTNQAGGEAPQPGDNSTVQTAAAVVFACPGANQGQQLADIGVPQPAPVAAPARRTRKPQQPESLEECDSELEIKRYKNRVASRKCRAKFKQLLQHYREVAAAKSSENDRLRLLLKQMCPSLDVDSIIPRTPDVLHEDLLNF
GASC-1 inh: blocks human GASC-1 demethylase activity | Q9H3R0 | GST-JMJD2C(1-420) H3K9me3 demethylation, DELFIA europium | inhibition, % at 2.35 µM | hit rate 0.069% among 330,000 | AID 2099;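 active = more than half of a compound's replicate wells show inhibition beyond 50%, single wells judged on their own value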;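 also: signal counts dimethyl H3K9 product captured on neutravidin plate; 0% = median of DMSO wells and 100% = 0.3 times that DMSO median; strong numbers were not always called active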
Target sequence (Q9H3R0 1-420 limits assumed): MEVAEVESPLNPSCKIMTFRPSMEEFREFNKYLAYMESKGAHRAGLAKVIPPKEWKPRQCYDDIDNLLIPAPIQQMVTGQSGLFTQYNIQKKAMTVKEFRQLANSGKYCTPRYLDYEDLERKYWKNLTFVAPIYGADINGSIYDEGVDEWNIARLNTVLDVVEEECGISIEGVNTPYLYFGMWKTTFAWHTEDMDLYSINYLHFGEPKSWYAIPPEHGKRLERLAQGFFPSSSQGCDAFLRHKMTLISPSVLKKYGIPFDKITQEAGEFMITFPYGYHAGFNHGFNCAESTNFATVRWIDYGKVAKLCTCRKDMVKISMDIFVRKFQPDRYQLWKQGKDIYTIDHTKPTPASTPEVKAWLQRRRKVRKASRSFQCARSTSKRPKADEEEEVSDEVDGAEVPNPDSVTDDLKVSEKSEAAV
Numbers without * were called inactive; i = inactive; / = no result given; & = joins results of further samples. Compounds were not picked by outcome. Share with any hit: about 3.1%.

SMILES | HCV core dimer | EBNA-1 inh | PP1 inh | PP5 inh | CR mimetic SO | TPT1 inh | Fh CTSL1 inh | ZTA DNA inh | GASC-1 inh
CC(Sc1nnnn1C)C(=O)Nc1cc(S(=O)(=O)N2CCCCC2)ccc1Cl (centres undefined) | / | / | -1.2 | -2.5 | 84.2 | / | / | -4.2 | 3.2
C=CCNC(=S)NCCCCC1NC(=S)N(CC=C)C1=O (centres undefined) | -5.8 | 6.8 | -0.9 | -0.2 | 69.4 | -0.1 | 1.1 | 0.1 | 1.8
O=C(CCc1ccccc1)Nc1ccc(Cl)cn1 | 0.3 | 8.3 | 0.5 | -2.4 | 101.9 | 1.6 | 3.2 | 0.9 | -2.3
O=C(Nc1cccc(C(=O)N2CCOCC2)c1)c1ccc([N+](=O)[O-])cc1 | -5.9 | -0.6 | 1.3 | 1.1 | 103.2 | 1.9 | 2.5 | 4.5 | -34.0
O=C(NCCc1csc(-c2ccccc2)n1)c1ccc(Br)o1 | -7.2 | -1.4 | -2.9 | 4.7 | 116.5 | -2.9 | -0.1 | -3.9 | 4.3
Clc1ccc(C2=Nn3c(nnc3-c3n[nH]c4c3CCC4)SC2)cc1 | 18.2 | -1.7 | 9.1 | 2.9 | 112.2 | -2.6 | -3.5 | 7.1 | -13.8
O=S(=O)(c1ccccc1)c1nnn2c1nc(NC1CCN(Cc3ccccc3)CC1)c1cc(Cl)ccc12 | 25.4 | 3.0 | -0.2 | 2.3 | 94.3 | -1.1 | 0.6 | 1.4 | 14.4
COc1ccc(N=C2NC(=O)/C(=C\C=C\c3ccccc3)S2)cc1 | 9.8 | -1.1 | -3.5 | -0.2 | 105.7 | 3.6 | -2.3 | 3.1 | 4.5
COc1ccc(N(C(=O)c2cccc([N+](=O)[O-])c2)S(=O)(=O)c2ccc3c(c2)n(C)c(=O)n3C)cc1 | -0.3 | -0.9 | -3.2 | 4.4 | 114.9 | 0.1 | -0.3 | 5.4 | 7.1
NC(=O)NC(=O)COC(=O)c1ccc(OC(F)(F)F)cc1 | 11.5 | 10.9 | -4.2 | -0.2 | 102.8 | 0.2 | 3.3 | 14.2 | -0.5

Brought forward from above: three compounds, followed by the next part.
SMILES | HCV core dimer | EBNA-1 inh | PP1 inh | PP5 inh | CR mimetic SO | TPT1 inh | Fh CTSL1 inh | ZTA DNA inh | GASC-1 inh
COc1ccc(N=C2NC(=O)/C(=C\C=C\c3ccccc3)S2)cc1 | 9.8 | -1.1 | -3.5 | -0.2 | 105.7 | 3.6 | -2.3 | 3.1 | 4.5
COc1ccc(N(C(=O)c2cccc([N+](=O)[O-])c2)S(=O)(=O)c2ccc3c(c2)n(C)c(=O)n3C)cc1 | -0.3 | -0.9 | -3.2 | 4.4 | 114.9 | 0.1 | -0.3 | 5.4 | 7.1
NC(=O)NC(=O)COC(=O)c1ccc(OC(F)(F)F)cc1 | 11.5 | 10.9 | -4.2 | -0.2 | 102.8 | 0.2 | 3.3 | 14.2 | -0.5
CC(C)C(NC(=O)c1ccc(C(C)(C)C)cc1)C(=O)N1CCC(C(N)=O)CC1 (centres undefined) | / | / | -1.1 | 1.6 | 84.5 | / | / | 6.8 | 1.8
COc1cccc(CN(C(=O)c2ccco2)C2CCS(=O)(=O)C2)c1 (centres undefined) | -10.6 | -13.0 | 1.4 | 0.7 | 102.7 | 2.4 | 3.8 | -2.1 | 5.3
COc1ccccc1Sc1nc(-c2ccccn2)ncc1OC | 4.5 | -15.0 | 43.9* | 3.5 | 107.0 | 6.9 | 7.0 | -4.7 | 7.5
CN(C)S(=O)(=O)c1cccc(-c2cn3ccccc3n2)c1 | -2.6 | -8.6 | -3.4 | 1.2 | 101.9 | -2.5 | 0.0 | -3.8 | 7.1
CC(C)(C)NC(=O)CN(C(=O)CS(=O)CC(=O)Nc1ccc(F)cc1)c1ccc(Cl)cc1 (centres undefined) | 0.3 | -3.9 | 2.2 | 3.4 | 109.0 | 2.4 | 0.4 | -0.5 | 7.4&3.1
CCCCNc1c(-c2ccc(-c3cccc(Cl)c3)cc2)nc2ccccn12 | 0.1 | -1.1 | 6.7 | 4.3 | 97.7 | -2.5 | 3.8 | 6.9 | -1.6
NC(=O)c1cc2ccc(O)cc2oc1=NCc1ccccc1 | -2.6 | -6.0 | -1.6 | 4.5 | 122.3 | -27.6 | 3.7 | 2.8 | 2.7
Cn1c(SCC(=O)c2ccccc2)ncc(C(=O)Nc2ccccc2)c1=O | 2.3 | 3.4 | -4.8 | -0.7 | 78.7 | 2.6 | 6.3 | 20.0 | 3.5
O=C(NC1CCN(C(=O)NCc2ccccc2)CC1)c1ccco1 | -1.9 | -0.9 | -4.6 | 0.6 | 106.5 | 3.8 | -2.4 | 11.3 | 1.8
N#Cc1c(NCc2ccccc2)ccnc1NCc1cccnc1 | 2.9 | -14.0 | -3.5 | -0.8 | 101.0 | -2.2 | 8.5 | -2.6 | -7.6
CSc1ncc(C(=O)Nc2ccc(Cl)cc2)c(C)n1 | 10.8 | 1.9 | -2.3 | -2.7 | 99.7 | -0.6 | 3.9 | 4.3 | -15.6
O=C1C(=O)N(c2ccccn2)C(c2cccc(F)c2)/C1=C(/O)c1ccccc1 (centres undefined) | 3.3 | -11.2 | -0.6 | -2.0 | 101.2 | 0.5 | -0.7 | 4.0 | 1.3
COc1ccc(CCNC(=O)CSc2nc(O)c(CCC(C)C)c(=O)[nH]2)cc1OC | -2.6 | 5.6 | -4.9 | 1.2 | 101.8 | 3.3 | 5.8 | -2.5 | -1.3
Cc1ccc(OCCC(=O)OCC(=O)Nc2ccc(C)cc2Cl)cc1 | -7.7 | -11.4 | 0.5 | -2.4 | 88.2 | 1.8 | -12.6 | -6.7 | 0.5
COc1ccc(C(=O)NNC(=S)NC(=O)c2ccc(OC)cc2)cc1 | -1.0 | -5.2 | -1.8 | -1.3 | 123.3 | 3.7 | -0.8 | -2.5 | -12.2
CCc1c(C)nc2ncnn2c1N1CCN(S(=O)(=O)c2ccc(OC)cc2)CC1 | 4.3 | -12.0 | -7.8 | -0.5 | 100.7 | -10.3 | -5.7 | -1.1 | 2.3
CCCc1cc(=O)oc2cc(C)cc(OCC(=O)NC3CC3)c12 | -0.8 | -4.3 | -5.2 | -1.7 | 105.1 | -1.3 | -1.5 | -5.9 | -4.6
Cc1ccc(N/C(=C\C(=O)c2ccccc2)C(=O)O)cc1 | -0.2 | -7.7 | -5.2 | 1.4 | 90.0 | 3.2 | 6.7 | -18.4 | -1.7
COc1ccc(C)cc1S(=O)(=O)N(CC(=O)Nc1cccc([N+](=O)[O-])c1)c1cc(C)cc(C)c1 | 23.8 | 12.1 | -1.1 | 1.6 | 117.6 | -2.5 | -3.3 | 5.8 | -3.3
O=P(COCCCCCOCP(=O)(c1ccccc1)c1ccccc1)(c1ccccc1)c1ccccc1 | 1.0 | -5.1 | -2.2 | -3.0 | 104.8 | 3.6 | -5.7 | 7.0 | -11.2
CC1CCCCC12NC(=O)N(CC(=O)Nc1ccccc1-c1ccccc1)C2=O (centres undefined) | -3.2 | -0.6 | -2.9 | -0.7 | 115.3 | 2.0 | 2.5 | -2.7 | 0.4
O=C(COc1ccccc1-c1ccccc1)NCc1cccc(Cl)c1 | 3.0 | 1.4 | 3.4 | 1.9 | 98.1 | 2.8 | 4.5 | -3.0 | 4.8
CCN1CCN(C(=O)CCCn2c(C)c3cnn(-c4ccccc4)c(=O)c3c2C)CC1 | -23.6 | 2.1 | -0.1 | 3.1 | 92.9 | -0.5 | -1.1 | 7.9 | -2.5
CCC(C(=O)OCC(=O)Nc1ccc(Cl)c(S(=O)(=O)N(C)C)c1)c1ccccc1 (centres undefined) | 0.9 | -3.3 | 2.4 | 6.0 | 112.1 | 1.1 | -10.0 | 8.1 | 5.1
COc1cc(C(=O)OCc2cccc(OC)c2OC)ccc1OCC(=O)N1CCOCC1 | / | / | 0.9 | -1.1 | 68.5 | / | / | 9.0 | 12.9
Cc1ccc(C(=O)NCc2ccco2)cc1S(=O)(=O)N1CCCCC1 | 13.3 | -9.0 | -1.1 | 4.0 | 96.1 | 0.0 | -3.5 | -12.3 | -28.3
CCOc1ccc(-n2ccc(=O)c(C(=O)Nc3ccc(S(=O)(=O)Nc4nccs4)cc3)n2)cc1 | 12.8 | 1.0 | 7.0 | 3.0 | 80.5 | -1.2 | 2.3 | -5.6 | -1.6
O=C(NC1CCCCC1)C(c1cccnc1)N(C(=O)CCl)c1ccc(F)cc1 (centres undefined) | -3.8 | -7.5 | -0.7 | 1.2 | 94.2 | -1.5 | -0.8 | -17.9 | 11.8
CC(C)OC(=O)c1cc2ccccc2[nH]1 | -1.3 | -2.3 | 0.0 | -0.1 | 99.1 | -1.2 | 1.7 | 3.9 | 2.5
COc1ccccc1NC(=O)/C=C\C(=O)O | -9.9 | 11.6 | -0.8 | -0.9 | 88.6 | -4.7 | 6.0 | 3.0 | -3.2
CCOC(=O)c1c(Nc2ccccc2OCCOC)n[nH]c1C | -4.4 | 0.3 | -6.5 | 1.7 | 94.5 | -1.2 | 1.0 | -6.8 | -6.5
CSc1nc(C)c(Oc2ccccc2)c(=O)n1C | 0.8 | 2.8 | 0.0 | 1.7 | 91.2 | -4.4 | 0.7 | 4.8 | 9.8
CCCn1nc(C(=O)OCC(=O)c2ccc3c(c2)NC(=O)CO3)c2ccccc2c1=O | -3.9 | -3.3 | 1.7 | 0.3 | 90.9 | -0.3 | -10.0 | -18.5 | -4.7
CC(C)n1cc(C(=O)NC2CC(C)(C)Cc3c2cnn3-c2ccccc2)cn1 (centres undefined) | -5.9 | 0.7 | 1.9 | 3.1 | 100.1 | -1.9 | -3.3 | -17.4 | -1.0
Brc1ccccc1OCCCCN1CCCCC1 | 9.2 | 3.8 | -3.3 | -2.0 | 87.3 | -0.8 | -0.6 | -7.1 | 5.3
CC(Sc1nnc(-c2ccccc2Br)o1)C(=O)N1CCOCC1 (centres undefined) | 11.3 | -1.4 | 1.1 | 1.4 | 100.8 | 1.4 | -3.0 | 9.4 | 2.1
COc1ccc(C(=O)n2c(SC)nc3cc4c(cc32)OCCO4)cc1 | 1.8 | 1.8 | -4.7 | 2.2 | 113.4 | 0.2 | -3.1 | -10.2 | -5.0
CC(C)(CNC(=O)c1ccc(S(=O)(=O)Nc2ccc(Cl)cc2)cc1)N1CCOCC1 | / | / | -4.1 | 0.9 | 95.7 | / | / | -15.4 | 0.0
CCOc1ccc(C(=O)C2CCN(CC(=O)Nc3nccs3)CC2)cc1 | 12.8 | 7.3 | 2.9 | -1.0 | 118.0 | -1.4 | -3.8 | 3.8 | i
CCOc1ccccc1NC(=O)NC1CCCc2ccccc21 (centres undefined) | 8.6 | 8.0 | -2.3 | 0.3 | 102.2 | 0.5 | -2.9 | 6.3 | -7.4
CC(C)[C@@H](NC(=O)OC(C)(C)C)C(=O)NCC1CCC(C(=O)N[C@@H](Cc2ccccc2)C(=O)O)CC1 (some centres undefined) | -2.1 | -4.3 | -1.6 | 0.4 | 86.1 | -0.8 | -2.3 | 13.5 | 15.9
O=[N+]([O-])c1ccc(N2CCCC2)nc1 | 1.3 | 0.1 | 0.2 | 2.7 | 86.6 | -2.1 | 3.7 | -5.4 | -5.6
Brc1ccc(OCc2nc(-c3ccccn3)n[nH]2)cc1 | -3.6 | -3.0 | 2.9 | 0.7 | 102.1 | -4.1 | 2.2 | -13.2 | -7.0
COc1cc(C(=O)NCCNc2nc3c(C)c(C)ccc3cc2C#N)cc(OC)c1OC | 5.1 | 0.5 | -5.1 | 0.4 | 104.3 | -3.0 | 0.5 | 2.3 | 8.3
